Screens deposited in PubChem by National Center for Advancing Translational Sciences (NCATS).
KAT2A inh: inhibitors of human GCN5L2 histone acetyltransferase | GCN5L2 HAT assay, ThioGlo1 CoA-SH fluorescence | Potency, µM (highest dose often 58.9 µM), for inactives: at the top dose activity change, negative = inhibition, most hits filed as inhibitors | Q92830 | AID 504327 | actives 0.21% (n = 390,000)
Target sequence (Q92830 whole entry, looked up): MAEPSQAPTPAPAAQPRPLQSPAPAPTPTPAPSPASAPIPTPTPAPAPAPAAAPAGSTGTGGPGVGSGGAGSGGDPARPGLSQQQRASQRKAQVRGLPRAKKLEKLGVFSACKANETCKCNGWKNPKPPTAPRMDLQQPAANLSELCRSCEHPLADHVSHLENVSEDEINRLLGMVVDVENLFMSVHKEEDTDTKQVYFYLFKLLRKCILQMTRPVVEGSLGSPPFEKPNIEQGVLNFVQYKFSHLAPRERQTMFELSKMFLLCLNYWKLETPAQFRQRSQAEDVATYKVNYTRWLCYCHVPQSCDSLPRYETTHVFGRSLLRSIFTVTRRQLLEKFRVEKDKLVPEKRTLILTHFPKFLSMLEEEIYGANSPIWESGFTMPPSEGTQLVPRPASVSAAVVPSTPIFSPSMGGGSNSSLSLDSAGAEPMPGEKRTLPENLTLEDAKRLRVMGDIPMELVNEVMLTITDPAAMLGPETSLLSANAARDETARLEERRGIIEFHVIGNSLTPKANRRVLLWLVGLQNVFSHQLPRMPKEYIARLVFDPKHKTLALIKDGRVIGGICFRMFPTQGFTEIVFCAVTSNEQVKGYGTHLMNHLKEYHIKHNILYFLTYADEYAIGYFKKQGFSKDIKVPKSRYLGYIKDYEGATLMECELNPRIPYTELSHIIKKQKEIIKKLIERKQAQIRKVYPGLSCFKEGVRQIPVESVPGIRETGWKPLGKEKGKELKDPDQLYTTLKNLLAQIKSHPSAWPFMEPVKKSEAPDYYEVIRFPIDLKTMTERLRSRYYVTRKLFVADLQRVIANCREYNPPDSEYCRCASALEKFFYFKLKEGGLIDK
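GCN5L2 (20 nM) in 50mM HEPES pH 7.5, 0.1mM EDTA, 0.01% Tween-20 preincubated 15 min with compounds at room temperature. Reaction started with H3(1-25) 75uM, acetyl-CoA 70uM, ThioGlo1 50uM; CoA-thiol fluorescence (Ex340/Em540) read at 0 and 20 min.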
DT40 TDP1 CPT: DT40-hTDP1 cell growth loss with CPT. actives 12% (n = 420,000). AID 686979. Potency, µM (highest dose often 46.2 µM), without a hit: at the top dose activity change, negative = growth inhibition, most hits filed as inhibitors. chicken DT40 Tdp1-/-;hTDP1 cells + 20 nM CPT, ATP luminescence, 48 h; note: nearly all actives have a fitted effect of over 55% in size
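Cell growth measured by CellTiter-Glo luminescence after a minimum 48 h, 37 C compound exposure with 20 nM CPT in Tdp1-knockout DT40 cells stably expressing hTDP1, seeded 400/well; qHTS titration format.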
TDP1 cell noCPT: qHTS for Inhibitors of human tyrosyl-DNA phosphodiesterase 1 (TDP1): qHTS in cells in absence of CPT. DT40 Tdp1-/- hTDP1 cells, no CPT, ATP luminescence, 48 h. Potency, µM (series often up to 46.2 µM), for inactives: top-dose activity change, negative = growth inhibition, usual class: inhibitors. actives 15% (n = 420,000). AID 686978, 2013; note: nearly all actives have a fitted effect of over 55% in size
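Chicken DT40 Tdp1-/- cells stably complemented with human TDP1 were seeded at 400 cells/well with DMSO in place of 20 nM camptothecin. After compound pinning, cells grew at least 48 hr at 37 °C; viability read by CellTiter-Glo luminescence.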
The depositor's hits bear a star; ? = inconclusive; nt = not tested or not shown; [ ] = another dose, or the depositor's remark. Calls come from the whole dose curve; as a rule, active = well fitted curve in the direction sought with a large enough effect; inconclusive = small, poorly fitted or top-dose-only effect, or another doubt; inactive = no such curve, though single readings can be large; an effect the other way counts as inactive or inconclusive. % is set by controls: 0 for no effect and ±100 for the full control effect; potency is the fitted concentration of half-maximal effect.

1: O=C(NN=Cc1cc(=O)[nH]c(=O)[nH]1)c1ccncc1
2: COc1cc(O)c(C(C)=O)c(OC)c1
3: CC(=O)c1ccc(OCCCC(=O)Nc2ccc(Cl)c(S(=O)(=O)N3CCOCC3)c2)cc1
4: Cc1cccc(S(=O)(=O)N/N=c2\sc3ccccc3n2C)c1
5: Cc1cccc(N=Cc2cc(Br)cc(Cl)c2O)c1

compound no.	1	2	3	4	5
KAT2A inh	nt	-8%	nt	-1%	-6%
DT40 TDP1 CPT	-17%	?	16µM*	-14%	-15%
TDP1 cell noCPT	-7%	?	21µM*	-2%	-15%

6: CCCCP(=O)(CCCC)Cc1ccccc1
7: Cc1ccccc1NC(=O)C1CCCN(S(=O)(=O)c2cccc3cccnc23)C1 (stereo unspecified)
8: CCCCc1nc2cc(C(=O)NCCc3c(C)n[nH]c3C)ccc2o1
9: COc1ccccc1N1CCN(C(=S)Nc2ccccc2)CC1
10: CCOc1ccccc1N1CCN(C(=O)c2ccc(OCC(=O)N3CCOCC3)c(OC)c2)CC1

compound no.	6	7	8	9	10
KAT2A inh	-8%	2%	nt	-6%	0%
DT40 TDP1 CPT	-6%	?	7%	?	-20%
TDP1 cell noCPT	-20%	?	-1%	?	21%

11: O=[N+]([O-])c1cc(C(F)(F)F)ccc1NCCNC(=S)Nc1ccc(Cl)cc1
12: CCN1CCS/C1=C\C=C\C1=[N+](CC)CCS1
13: O=C(NCCn1cc(SCc2ccccc2F)c2ccccc21)c1cccs1
14: O=C(Cn1c(=O)cnc2ccccc21)NC1CCC(O)CC1 (stereo unspecified)
15: COc1ccccc1CCNC(=O)c1ccc2c(c1)c(C)c(C)n2Cc1ccc(Cl)cc1

compound no.	11	12	13	14	15
KAT2A inh	2%	-10%	-13%	-3%	-16%
DT40 TDP1 CPT	29µM*	0.73µM*	?	8%	23µM*
TDP1 cell noCPT	18µM*	0.21µM*	21µM*	-8%	21µM*

16: O=c1cc(S(=O)(=O)Cc2ccccc2)[nH]c(=O)[nH]1
17: Cc1ccc(CNC(=O)c2c(-c3ccccc3F)noc2C)o1
18: Cn1c(CCC(N)=O)nnc1SCC(=O)Nc1ccccc1C(=O)NC1CC1
19: COCCCn1c(=O)c2sccc2n2c(CCCC(=O)N3CCN(c4ccccn4)CC3)nnc12
20: Cc1ccc(-c2nnc(Nc3ccc(C(=O)N(C)C)cc3)c3ccccc23)cc1S(N)(=O)=O

compound no.	16	17	18	19	20
KAT2A inh	nt	-1%	-1%	1%	-3%
DT40 TDP1 CPT	0%	-22%	-4%	-25%	-1%
TDP1 cell noCPT	7%	-27%	18%	-3%	-2%

21: CCN(CC(=O)NCc1cccs1)C(=O)C1CC(=O)N(c2ccc(OC)cc2OC)C1 (stereo unspecified)
22: Cc1cc(C)c(NC(=O)CSc2nc3[nH]ncc3c(=O)[nH]2)c(C)c1
23: CCCCc1ccc(NC(=O)C2(C)Cc3ccccc3C(=O)O2)cc1 (stereo unspecified)
24: CC1=C(c2ccc(C)cc2)S(=O)(=O)NC1=NCCCN1CCN(c2ccccc2F)CC1
25: O=[N+]([O-])c1ccc(-c2c(-c3ccccc3)ncc3cc(F)ccc23)cc1

compound no.	21	22	23	24	25
KAT2A inh	-2%	-1%	-8%	-2%	-7%
DT40 TDP1 CPT	-5%	-1%	?	?	15µM*
TDP1 cell noCPT	-1%	-13%	?	16µM*	18µM*

26: O=C1/C(=C/c2ccc(O)c(O)c2)SC(=S)N1Nc1ccccc1
27: Cc1cc(C(=O)Nc2cccc(F)c2)c2c(C)nn(-c3cccc(Cl)c3C)c2n1
28: C[C@H]1CN([C@@H](C)CO)C(=O)CCCn2cc(nn2)CO[C@@H]1CN(C)S(=O)(=O)c1ccc2c(c1)OCCCO2
29: COc1ccc(CC(=O)Nc2ccc(-c3nnc(-c4ccc(C)cc4)o3)cc2)cc1
30: COC(=O)N/N=C/c1cc(Cl)cc(Cl)c1OCc1ccccc1

compound no.	26	27	28	29	30
KAT2A inh	-29%	-14%	nt	-3%	-1%
DT40 TDP1 CPT	?	?	3%	-18%	18µM*
TDP1 cell noCPT	?	?	-25%	-10%	?

31: COc1ccc(C(=O)Nc2cccc(C)c2)cc1S(=O)(=O)N1CCOCC1
32: COc1ccc(C=NNC(=O)c2cc(C)oc2C)cc1O
33: O=C(Nc1ccc(F)cc1)C(CCc1ccccc1)N1CCN(CC(=O)N2CCCC2)CC1 (stereo unspecified)
34: CC(=O)c1ccc(OC2(C)CCN(CCOc3ccc(C)cc3)C2)cc1 (stereo unspecified)
35: Fc1ccccc1-c1cc2ccccc2cn1

compound no.	31	32	33	34	35
KAT2A inh	-11%	-6%	nt	nt	-8%
DT40 TDP1 CPT	1%	?	-17%	16µM*	7%
TDP1 cell noCPT	-9%	16µM*	-24%	5.8µM*	8%

36: Cc1ccc(Cl)c2c1=NC(=O)C=2c1[nH]c(=S)[nH]c1O
37: O=C(CCSCc1ccccc1F)NCCc1ccccc1
38: CCOc1ccc(C(=O)NC2CCN(S(=O)(=O)CC)CC2)cc1
39: Cc1ccc(NC(=O)CSCC(=O)Nc2ccc(S(=O)(=O)N3CCOCC3)cc2)cc1
40: Nc1nnnn1/N=C/c1ccccc1Cl

compound no.	36	37	38	39	40
KAT2A inh	-3%	-1%	-3%	-3%	nt
DT40 TDP1 CPT	-5%	16%	8%	-22%	2%
TDP1 cell noCPT	5%	-13%	-15%	-30%	0%

Just KAT2A inh and TDP1 cell noCPT, for two of the compounds above:
cpd | Molecule | KAT2A inh | TDP1 cell noCPT
40 | Nc1nnnn1/N=C/c1ccccc1Cl | nt | 0%
37 | O=C(CCSCc1ccccc1F)NCCc1ccccc1 | -1% | -13%

Following part.
41: N#Cc1c(N)n(CCOC(=O)c2cccc([N+](=O)[O-])c2)c2nc3ccccc3nc12
42: COCC(C)NS(=O)(=O)c1ccccc1 (stereo unspecified)
43: CCC1CCCCN1CCCNC(=O)C1CCC(CNS(=O)(=O)c2c(C)cc(C)cc2C)CC1 (stereo unspecified)
44: CCOc1ccc(OCc2nnc(SCC(=O)NC3CCS(=O)(=O)C3)n2-c2ccc(Cl)cc2)cc1 (stereo unspecified)
45: Cc1cc([N+](=O)[O-])ccc1NCc1ccc2c(c1)OCCO2

compound no.	41	42	43	44	45
KAT2A inh	-11%	-6%	-11%	-2%	-12%
DT40 TDP1 CPT	-22%	-23%	29µM*	-23%	-30%
TDP1 cell noCPT	10µM*	-3%	?	13%	-27%

46: O=C(Nc1cccc([N+](=O)[O-])c1)c1ccc2c(c1)OCO2
47: COc1ccc(S(=O)(=O)NC2CCCC2)c(Cl)c1Cl
48: CCCCC12CN3CC(C)(CN(C1)C3c1c(C)[nH]c(=O)[nH]c1=O)C2=O (stereo unspecified)
49: CC(NC(=O)[C@H](Cc1c[nH]c2ccccc12)NC(=O)[C@@H]1Cc2ccccc2CN1)c1ccccc1 (stereo partly specified)
50: CC12CN3CC(=O)N4CC5(C)CN(CC(C)(C4)C5=O)C(=O)CN(C1)CC(C)(C3)C2=O

compound no.	46	47	48	49	50
KAT2A inh	-1%	-4%[0.501 µM]	0%	-9%	-1%
DT40 TDP1 CPT	?	-3%	0%	?	-16%
TDP1 cell noCPT	?	0%	1%	?	-12%

51: O=C(NCCOc1ccc(F)cc1)C1CCC(=O)N(CC2CCCCC2)C1 (stereo unspecified)
52: S=C1N(c2ccccc2)C(c2ccc(Cl)cc2)N2CCCN12 (stereo unspecified)
53: O=C(CS(=O)(=O)c1ccc(Cl)cc1)NCCS(=O)(=O)c1ccc(Cl)cc1
54: CC(C)=CC(=O)OCC(=O)NC1CCCc2ccccc21 (stereo unspecified)
55: CCC(C)NC(=O)c1cn(CC)c2ccc(S(=O)(=O)N(C)C)cc2c1=O (stereo unspecified)

compound no.	51	52	53	54	55
KAT2A inh	-28%	-12%	-6%	-6%	-5%
DT40 TDP1 CPT	-23%	-15%	-25%	8%	14%
TDP1 cell noCPT	?	?	6%	-14%	-8%

Some of these compounds in order of length of the SMILES, smallest number first:
54: CC(C)=CC(=O)OCC(=O)NC1CCCc2ccccc21 (stereo unspecified)
52: S=C1N(c2ccccc2)C(c2ccc(Cl)cc2)N2CCCN12 (stereo unspecified)
55: CCC(C)NC(=O)c1cn(CC)c2ccc(S(=O)(=O)N(C)C)cc2c1=O (stereo unspecified)
50: CC12CN3CC(=O)N4CC5(C)CN(CC(C)(C4)C5=O)C(=O)CN(C1)CC(C)(C3)C2=O
49: CC(NC(=O)[C@H](Cc1c[nH]c2ccccc12)NC(=O)[C@@H]1Cc2ccccc2CN1)c1ccccc1 (stereo partly specified)

compound no.	54	52	55	50	49
KAT2A inh	-6%	-12%	-5%	-1%	-9%
DT40 TDP1 CPT	8%	-15%	14%	-16%	?
TDP1 cell noCPT	-14%	?	-8%	-12%	?

Additional entries:
56: CN(C)C(=O)c1cccc(-c2cnc3c(NC=O)cc(-c4cccc(F)c4)cn23)c1
57: Cc1cccc(-c2nnc(SCc3ccc(C#N)cc3)n2Cc2ccco2)c1
58: COc1ccc(C2=NN(C(=O)CSc3nc(=O)n4cc(C)ccc4n3)C(c3ccc(C)cc3)C2)cc1 (stereo unspecified)
59: COc1ccccc1CNC(=O)c1ccc(Cl)c(NC2=NC3CS(=O)(=O)CC3S2)c1 (stereo unspecified)
60: CCc1sc(C(=O)Nc2nc(-c3ccccn3)cs2)cc1C

compound no.	56	57	58	59	60
KAT2A inh	nt	-7%	-5%	4%	-10%
DT40 TDP1 CPT	21µM*	?	?	-1%	2.9µM*
TDP1 cell noCPT	15µM*	23µM*	?	2%	4.1µM*

61: CCC(=O)c1cn(CC(=O)Nc2ccccc2F)c2ccccc12
62: CC(C)(C)c1ccc(C(=O)N(Cc2ccc(F)cc2)Cc2ccco2)cc1
63: N#Cc1cc2c(nc1Cl)CCCC2
64: Cc1cc(S(=O)(=O)NC2CCCCC2)ccc1OCC(=O)N1CCOCC1
65: COc1cccc(CN2CCN(CCCc3ccccc3)C(CCO)C2)c1OC (stereo unspecified)

compound no.	61	62	63	64	65
KAT2A inh	-17%	-12%	-1%	-9%	-6%
DT40 TDP1 CPT	-1%	?	-1%	-28%	16%
TDP1 cell noCPT	-16%	?	?	-22%	-23%

66: COC(=O)C1=C(C)NC(=O)CC1c1cccc(Cl)c1Cl (stereo unspecified)
67: Cc1cccc(COC(=O)C(Cc2ccccc2)NC(N)=O)c1 (stereo unspecified)
68: O=C(Nc1ccccc1O)c1ccc([N+](=O)[O-])cc1
69: Cc1ccn2c(=O)c(NC(=O)c3cccc([N+](=O)[O-])c3C)c(C)nc2c1
70: COc1ccc(Cl)cc1NC(=O)CSc1nc(N2CCCCC2)nc(N2CCCCC2)n1

compound no.	66	67	68	69	70
KAT2A inh	-5%	-3%	-1%	-1%	-2%
DT40 TDP1 CPT	?	?	?	15µM*	?
TDP1 cell noCPT	?	?	?	18µM*	16µM*

Overlap with the part before: four compounds, then new ones.
67: Cc1cccc(COC(=O)C(Cc2ccccc2)NC(N)=O)c1 (stereo unspecified)
68: O=C(Nc1ccccc1O)c1ccc([N+](=O)[O-])cc1
69: Cc1ccn2c(=O)c(NC(=O)c3cccc([N+](=O)[O-])c3C)c(C)nc2c1
70: COc1ccc(Cl)cc1NC(=O)CSc1nc(N2CCCCC2)nc(N2CCCCC2)n1
71: CC(=O)N1c2ccc(S(=O)(=O)N3CCC(C(=O)NC4CCCC(C)C4C)CC3)cc2CC1C (stereo unspecified)
72: Cc1cc(C(=O)NCC2CCCCC2)ccc1[N+](=O)[O-]
73: COc1ccccc1N1CCN(c2nc(CNC(=O)c3sc(C)nc3C)nc3ccccc23)CC1
74: O=C(CN(C(=O)CNC(=O)c1cccs1)c1cccc(F)c1)NC1CCCC1
75: CC(C)(C)OC(=O)NCCCCCNC(=O)c1nc[nH]c1C(=O)NCCCCCNC(=O)OC(C)(C)C
76: Cc1ccc(NC(=O)C2CCN(c3ncnc4c3nc3n4CCCCC3)CC2)nc1

compound no.	67	68	69	70	71	72	73	74	75	76
KAT2A inh	-3%	-1%	-1%	-2%	-6%	-2%	nt	-6%	-3%	-16%
DT40 TDP1 CPT	?	?	15µM*	?	-26%	0%	6.5µM*	3%	12µM*	23µM*
TDP1 cell noCPT	?	?	18µM*	16µM*	?	-27%	5.2µM*	-1%	10µM*	21µM*

No enrichment for hits; overall some 18% were active at least once.
